# XiGFP reactiv: X-chromosome reactivation activator; XiGFP mouse fibroblasts, % GFP-positive cells imaging, 3 d; cells co-treated with 5-aza-dC sensitizer; scaled so ellipticine positive control = 100%; activation, % at 7.58 µM; 0.055% of 360,000 active; AID 743238;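 active means mean normalized replicate activation at least 10% and every replicate at or above 10%; inconclusive means only one of the two criteria met; inactive means mean below 10% and not all replicates reach 10%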;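 further: 0% = median of on-plate neutral control wells and 100% = ellipticine 6 µM median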
#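 Assay system: SV40-immortalized XiGFP fibroblast cells, line 68-5-11; buffer or medium: DMEM plus 5-aza-dC sensitizer; compound: one concentration, pinned; timing: compounds 3 days, fix/stain 15 min at room temperature; benchmarks: positive control ellipticine, 6 µM final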
# S100A4 MyoIIA: inhibitors of human S100A4 binding to myosin IIA peptide; inhibition, % at 10.7 µM; P26447; 0.14% of 360,000 active; S100A4/TAMRA-MyoIIA peptide fluorescence polarization;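 active means mean inhibition of at least 70% across replicates, with every replicate also reaching that level; inconclusive means mean inhibition reaches 70% but some replicates fall short; inactive means mean inhibition below 70%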
# Target sequence (P26447 whole entry, looked up): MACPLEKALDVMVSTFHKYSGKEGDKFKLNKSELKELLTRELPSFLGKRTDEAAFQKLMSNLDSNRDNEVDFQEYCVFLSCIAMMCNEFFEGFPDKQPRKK
#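 Material: S100A4 monomer protein / Buffer or medium: 50 mM HEPES pH 7.2, 10 mM CaCl2, 100 mM KCl / Times: 5 min incubation before reading / Benchmarks: neutral control DMSO, positive control TFP / Reagent: labelled myosin peptide probe, 5 nM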
# esBAF inh: SWI/SNF esBAF complex inhibition. mouse ES cells, Bmi1-luciferase knock-in reporter, 24 h; 100% = twice the neutral-well signal. reporter increase, % at 12.5 µM. 2% of 350,000 active. AID 602393; in the data active means activation above about 40%; inconclusive means no clear call, values can overlap the other calls;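 further: 0% = median of the plate's neutral control wells and 100% = double that signal; a rise in the Bmi1 reporter signal indicates esBAF inhibition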
# E-selectin induc: E-selectin induction on HUVECs. 0.37% of 260,000 active. P16581. activation, % at 7.58 µM. AID 686992. HUVEC E-selectin immunofluorescence imaging; normalized: neutral wells 0, TNF-alpha wells 100;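 active means mean E-selectin-positive cell signal at least 10% of the positive control, reached in at least 60% of replicates, without over 20% cell loss; inconclusive means no rule given, readout overlaps actives, possibly toxicity-flagged; inactive means the rest, including those meeting only one limit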;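 further: in these data hits start at about 27%; measured in HUVEC primary endothelial cells; signal is the percent of cells scored E-selectin positive by PE staining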
#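 Assay system: HUVEC primary endothelial cells. Input: 3,000 HUVEC seeded per well. Doses: one compound dose added by pin transfer. Read-out basis: % PE-positive cells. Benchmarks: TNF-alpha high, DMSO low. Detection: immunofluorescence imaging. Buffer or medium: EGM-2, gelatin.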
# FN deposition inh: fibronectin deposition inhibition; AH1F fibroblasts, Alexa488-fibronectin deposition fluorescence, overnight; inhibition, % at 12.6 µM; 0.086% of 350,000 active;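 active means mean inhibition across replicates of 30% or more, regardless of how many single replicates reach that level; inconclusive means mean under 30% yet at least half of replicates reach 30%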;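 further: positive control wells lacked labelled fibronectin entirely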
#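 Schedule: 1 h cell adhesion before compound, then overnight fibronectin incubation; test system: AH1F fibroblast monolayer depositing Alexa488-labelled fibronectin into matrix; quantity: 10000 AH1F cells per well; probe or stimulus: fluorescent fibronectin at 24 nM final; signal: fluorescence, ex 485 nm, em 525 nm; evaluation: percent inhibition as loss of matrix-bound fibronectin fluorescence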
# RAD52 inh: RAD52 (human) annealing inhibition | 0.46% of 360,000 active | AID 651710 | inhibition, % at 18.7 µM | recombinant RAD52 DNA annealing, FRET fluorescence | P43351;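 active means every replicate showing at least 50% inhibition; inconclusive means mean inhibition at least 50% but not in every replicate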
# RAD54 inh: RAD54 (human) branch migration inhibition. AID 602329. 0.14% of 360,000 active. inhibition, % at 10.4 µM. RAD54 Holliday junction branch migration, FAM/BHQ fluorescence;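 active means mean normalized replicate activity at least 40 and at least half of replicates scoring 40 or more; inconclusive means only one of the two criteria met; inactive means mean below 40 and under half of replicates reaching 40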;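 further: 0% = median of neutral control wells and 100% = median of positive control wells; inhibitors cause a drop in the FAM fluorescence signal; in these data hits start at about 50%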
# Target sequence (Q92698 whole entry, looked up): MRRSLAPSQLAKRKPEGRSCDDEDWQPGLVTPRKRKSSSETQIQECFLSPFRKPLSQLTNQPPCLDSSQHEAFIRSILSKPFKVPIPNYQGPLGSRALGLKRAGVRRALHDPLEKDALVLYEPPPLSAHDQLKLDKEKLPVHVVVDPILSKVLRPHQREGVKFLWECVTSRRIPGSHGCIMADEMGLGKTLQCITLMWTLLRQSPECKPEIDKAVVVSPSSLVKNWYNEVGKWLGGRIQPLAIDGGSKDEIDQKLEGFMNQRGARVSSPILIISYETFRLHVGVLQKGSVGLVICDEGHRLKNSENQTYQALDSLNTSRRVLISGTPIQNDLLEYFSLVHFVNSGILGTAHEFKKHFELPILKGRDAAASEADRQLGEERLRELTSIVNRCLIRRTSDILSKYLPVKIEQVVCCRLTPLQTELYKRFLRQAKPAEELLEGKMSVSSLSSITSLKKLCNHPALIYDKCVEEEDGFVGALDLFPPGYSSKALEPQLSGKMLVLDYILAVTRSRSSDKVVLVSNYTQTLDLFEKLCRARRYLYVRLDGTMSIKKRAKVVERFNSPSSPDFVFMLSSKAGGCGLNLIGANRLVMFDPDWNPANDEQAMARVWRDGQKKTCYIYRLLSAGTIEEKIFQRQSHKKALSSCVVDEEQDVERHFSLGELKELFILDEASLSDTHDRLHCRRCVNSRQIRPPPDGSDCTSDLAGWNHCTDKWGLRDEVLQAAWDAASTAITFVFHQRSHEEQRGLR
# EWS-Fli inh: EWS/Fli transcriptional activity inhibition | A673 NR0B1-luciferase reporter, viability-normalised | inhibition, % at 12.6 µM | 0.67% of 350,000 active;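 active means mean inhibition of at least 50% after viability correction, with every replicate also passing that limit; inconclusive means mean reaches 50% but only one of two replicates passes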;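 further: firefly luciferase signal divided by Alamar Blue viability fluorescence both relative to DMSO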
# Numbers without * were called inactive; ? = inconclusive; . = not tested or not shown; & = joins results of further samples.
SMILES,XiGFP reactiv,S100A4 MyoIIA,esBAF inh,E-selectin induc,FN deposition inh,RAD52 inh,RAD54 inh,EWS-Fli inh
CC1(C)CC(=O)C(Sc2ccccc2)=C(O)C1,2.1,-4,2,.,-1,-8,6,7
CCN1CCN(CCCN(Cc2ccco2)C(=S)Nc2cc(Cl)ccc2C)CC1,0.6,-5,.,6.4,12,-8,.,8
CN1CCC(Oc2ccc(Sc3ccccc3)cc2)CC1,0.5,3,.,.,4,35,4,-56
Cc1ccc(C(=O)C2C(=O)C3CCC2C3)cc1 (stereo not given),0.0,4,-41,0.2,-8,-10,2,19
CCCNc1ncnc2onc(C)c12,0.0,-9,.,1.1,-4,-7,.,0
O=C(CN1CCSC1=O)N1CCN(S(=O)(=O)c2ccc(Cl)cc2)CC1,-1.0,-2,-3,0.1,-1,-7,5,4
Cc1ccc(C)c(OCC(=O)NC(Cc2c[nH]c3ccccc23)C(=O)O)c1 (stereo not given),0.0,0,.,.,1,-8,.,1
COc1ccccc1C(=O)NNC(=O)C(=O)Nc1ccc(C)c(Cl)c1,-0.1,5,6,.,5,-16,-3,.
CC(C)c1cc(=O)[nH]c(SCC(=O)NC2CCCC2)n1,0.1,1,-6,0.5,.,-14,-8,.
Cc1sc2ncnc(OCC(=O)NC3CCS(=O)(=O)C3)c2c1C (stereo not given),0.9,0,-2,1.3,8,-8,13,5
Oc1ccc(/C=N/n2cc(-c3ccccc3)[nH]c2=S)cc1,0.0,-2,.,2.9,5,-17,.,0
CC(=O)Nc1ccc(C(=O)CSc2cc(C)c3cccc(C)c3n2)cc1,0.1,-1,.,.,9,-12,-1,-3
CCCCC[C@H](C)N1C[C@@H](COCc2ccccc2)Oc2cc(N3CCC[C@@H]3CO)ccc2S1(=O)=O,0.0,-1,.,-0.3,-4,-13,.,6
O=S(=O)(Nc1ccccc1N1CCOCC1)c1ccc(F)c(Cl)c1,0.1,-1,7,-0.1,.,-3,-1,1
COc1ccc(/C(N)=N/OC(=O)c2c(-c3ccccc3Cl)noc2C)cc1OC,-0.1,3,-6,-0.2,.,-10,2,27
Cc1ccccc1NC(=O)Nc1nc(C(N)c2ccccc2)cs1 (stereo not given),0.1,-1,1,-0.1,.,-8,-1,-16
Cc1noc(C)c1COc1ccccc1C(=O)N(C)Cc1ccco1,0.2,-3,-1,5.6,1,-3,-2,5
OCc1cn(-c2ccccc2)nn1,0.0,-6,.,.,.,-10,.,-3
COCOCCn1cc(CN2CCS(=O)(=O)N(Cc3ccc(-c4cccc(CO)c4)cc3)C(C)C2=O)nn1 (stereo not given),0.0,0,1,9.4,3,-4,-5,4
COc1ccc(/C=C/C(=O)c2cc(Cl)ccc2O)c(OC)c1,-0.1,2,.,-0.7,5,-12,.,-82
O=C1CC(c2ccc(O)cc2)Oc2cc(O)ccc21 (stereo not given),.,7,11,.,.,-23,9,-6
O=c1[nH]cc(O)c(=O)[nH]1,.,-5,-13,.,.,3,5,-5
CC(=O)Nc1ccc(C(=O)NNC(=O)c2cc([N+](=O)[O-])cc([N+](=O)[O-])c2)cc1,0.0,1,.,.,7,-9,.,7
O=C(Nc1ccc2c(c1)OCCO2)C(C1CC1)n1c(=O)c(-c2ccco2)nc2ccccc21 (stereo not given),-0.1,3,.,3.0,8,-11,.,-2

# Reformatted with tabs: seven of the compounds above.
molecule	XiGFP reactiv	S100A4 MyoIIA	esBAF inh	E-selectin induc	FN deposition inh	RAD52 inh	RAD54 inh	EWS-Fli inh
CCCCC[C@H](C)N1C[C@@H](COCc2ccccc2)Oc2cc(N3CCC[C@@H]3CO)ccc2S1(=O)=O	0.0	-1	.	-0.3	-4	-13	.	6
O=S(=O)(Nc1ccccc1N1CCOCC1)c1ccc(F)c(Cl)c1	0.1	-1	7	-0.1	.	-3	-1	1
COc1ccc(/C(N)=N/OC(=O)c2c(-c3ccccc3Cl)noc2C)cc1OC	-0.1	3	-6	-0.2	.	-10	2	27
Cc1ccccc1NC(=O)Nc1nc(C(N)c2ccccc2)cs1 (stereo not given)	0.1	-1	1	-0.1	.	-8	-1	-16
Cc1noc(C)c1COc1ccccc1C(=O)N(C)Cc1ccco1	0.2	-3	-1	5.6	1	-3	-2	5
OCc1cn(-c2ccccc2)nn1	0.0	-6	.	.	.	-10	.	-3
COCOCCn1cc(CN2CCS(=O)(=O)N(Cc3ccc(-c4cccc(CO)c4)cc3)C(C)C2=O)nn1 (stereo not given)	0.0	0	1	9.4	3	-4	-5	4

# (listing goes on)
SMILES,XiGFP reactiv,S100A4 MyoIIA,esBAF inh,E-selectin induc,FN deposition inh,RAD52 inh,RAD54 inh,EWS-Fli inh
O=C(NCC(=O)N1CCCC(C(F)(F)F)C1)c1ccccc1Br (stereo not given),0.0,1,9,-0.3,.,8,3,10
CCOC(=O)c1ccc2nc(C)c(C)nc2c1,0.2,-3,.,0.4,-4,-22,.,2
CC(C)(C)C(=O)O/N=C(\N)c1ccc(Br)cc1,0.0,-5,.,0.1,-10,-21,.,-13
O=C1c2cccc(Sc3ccccc3)c2C(=O)c2c(Sc3ccccc3)cccc21,-0.1,3,.,-0.3,-13,-23,0,-4
CC(O)[C@H]1CC[C@H]2[C@@H]3CC[C@H]4C[C@@H](O)CC[C@]4(C)[C@H]3C(=O)C[C@]12C (stereo not given in full),0.0,-4,-3,0.1,-2,-2,4,-63
CC(C)(C)[S@](=O)N1Cc2cc(C(=O)N3CCCCC3)nc(-c3cccc(-c4ccc(C#N)cc4)c3)c2[C@@H]1CCO,0.0,-17,11,-0.1,-8,-13,-8,10
C[C@]12CCC(=O)C=C1CC[C@@H]1[C@@H]2[C@@H](O)C[C@@]2(C)[C@H]1CC[C@]2(O)C(=O)COC(=O)CCC(=O)O,7.4,-2,1&4,0.5,-11,11,-1&5,15
Cc1[nH]n(-c2ccccc2)c(=O)c1N=Nc1ccccc1C(=O)N1CCCCC1,0.3,0,-12,0.0,-5,-10,-7,8
CCNC(=S)N1C2CCC1CC(NC(=O)NC1CCCCC1)C2 (stereo not given),.,-5,-6,.,.,0,-3,6
O=C(c1cccc(F)c1)N1CCCCN2[C@H](CO)[C@H](c3ccc(/C=C/c4ccccc4)cc3)[C@@H]2C1,0.2,-9,.,-0.7,.,-6,10,3
Cc1noc(C)c1NC(=O)N(C)C[C@@H]1Oc2ccc(NS(C)(=O)=O)cc2C(=O)N([C@H](C)CO)C[C@@H]1C,-0.7,17,-2,.,.,5,-8,-4
COc1ccccc1NC(=O)C1CCCN(S(=O)(=O)c2cnc[nH]2)C1 (stereo not given),-0.1,4,1,.,-8,-23,-4,-3
Cc1cc(C)n(C(=O)Cn2nc(C)c(Cl)c2C)n1,0.3,-8,0,.,4,-15,-4,12
Cc1[nH]c2ccccc2c1SCC(=O)N1CCCCCC1,-0.8,-1,.,0.4,0,-5,.,11
O=C(Nc1cccc(C(=O)N2CCN(c3ccc(F)cc3)CC2)c1)c1ccccc1,0.2,-7,.,.,.,-9,.,6
C=C(C)CSc1nc2c(c(=O)[nH]c(=O)n2C)n1Cc1ccccc1,0.3,-13,11,0.2,0,-8,-5,10
CCOc1ccc(OCCC(=O)OCC(=O)NCc2ccccc2)cc1,0.0,-3,-9,-0.1,-2,-13,15,5
O=C(C[C@H]1C[C@H]2c3cc(NC(=O)c4cccnc4)ccc3O[C@H]2[C@H](CO)O1)NCc1ccccc1,0.2,-13,-2,-0.8,3,-13,3,2
OCCNc1nc(NCc2ccccc2)c2ccccc2n1,-0.1,4,-3,-0.2,-6,-5,-6,16
CC(=O)NC[C@@H]1[C@@H](c2ccc(-c3cccnc3)cc2)[C@H](CO)N1C(=O)C1CC1,0.1,0,1,-0.4,.,-16,5,-3
CSc1nc(N)nc2c1ncn2CC(=O)N[C@H](C)c1cccc2ccccc12,0.0,-1,1,.,-5,-8,0,11
CN(C)C(=O)c1cccc(-c2ccc(C3[C@@H]4CN(S(=O)(=O)c5ccccc5)C[C@H]3N4)cc2)c1 (stereo not given in full),0.1&0.0,-19&-28,.,0.3&-0.6,1&-20,10&3,.,11&1
C=C(C)C1CCC2(C(=O)O)CCC3(C)C(CCC4C5(C)C(C=O)C(O)C(C)(C)C5CCC43C)C12 (stereo not given),.,-3,-2,.,.,-12,-14,-10
Nc1ccccc1C(=O)NN=Cc1cccc([N+](=O)[O-])c1,-0.1,-2,?,0.4,-12,-3,1,-61
COc1ccc(OC)c(/C=c2\sc3nc(-c4cccs4)nn3c2=O)c1,.,2,-10,.,-5,-432,-25,.
CCc1ccccc1N1CC23C=CC(O2)C(C(=O)OCC(C)C)C3C1=O (stereo not given),0.2,0,-4,-0.2,-5,-8,1,-6
O=C(CSc1ccc2ccccc2c1Br)Nc1cccc(S(=O)(=O)NC2=NCCCCC2)c1,0.0,-3,.,.,-6,-11,.,8
C[C@H]1CN([C@@H](C)CO)C(=O)Cc2cc(NS(=O)(=O)c3ccccc3)ccc2O[C@H]1CN(C)C(=O)Nc1ccc(F)cc1,0.1,-80,-3,0.0,3,18,-2,-5
O=C(C[C@@H]1CC[C@@H](NC(=O)CN2CCOCC2)[C@@H](CO)O1)NC1CCCCC1,-1.2,10,-7,-0.6,-8,4,-2,0
Cc1ccc(C(=O)NCC(=O)Nc2ccncc2)cc1,0.2,-4,1,0.6,.,-2,6,0
c1ccc(Cn2c(CSc3nnnn3-c3ccccc3)nc3ccccc32)cc1,.,-1,2,.,.,-12,7,7
O=C(CN(c1ccccc1F)S(=O)(=O)c1ccccc1)Nc1ccc2c(c1)OCCO2,0.0,1,.,-0.2,.,-18,-3,.
O=C1CC(NNc2ccccc2)C(=O)N1c1ccccc1 (stereo not given),0.0,1,.,0.6,-10,-20,.,-3
CCc1ccc(NC2CC(=O)N(c3ccc(OC)cc3OC)C2=O)cc1 (stereo not given),.,-30,-1,.,.,-12,-14,0
COc1cccc(CNS(=O)(=O)c2ccc(-n3cnnn3)c(C)c2)c1,0.0,0,-4,.,-3,3,-4,-9
CN1N=C(C(=O)N=c2sc3ccccc3n2C)CCC1=O,0.0,4,18,.,9,-7,.,-36
CCC(C)C(=O)Nc1nc(C)c(-c2csc(Nc3cc(OC)ccc3OC)n2)s1 (stereo not given),-0.1,-2,-2,-0.1,5,-12,-6,10

# Assay outcomes (PubChem BioAssay)
